TIM10 inh – growth inhibitors of TIM10 yeast strain. S. cerevisiae TIM10 strain growth, BacTiter-Glo luminescence, 24 h. inhibition, % at 10 µM. 1.4% of 330,000 active. AID 463195;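 active means inhibition of 40% or more at the single tested concentration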;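 further: wild-type TIM10 isogenic control strain grown at permissive 25 °C; 0% = DMSO yeast wells and 100% = minimal medium wells without yeast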
APJ antagonist – APJ receptor antagonism; CHO-K1 APJ beta-arrestin complementation, luminescence; inhibition, % at 20 µM; P35414; 0.32% of 330,000 active;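 active means inhibition above about 40% at 20 µM, limit read from the data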;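 further: cells challenged with 10 nM apelin-13 agonist together with compound; plate controls were apelin-13 plus DMSO wells for no effect and DMSO wells lacking apelin-13 for full effect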
Target sequence (P35414 whole entry, looked up): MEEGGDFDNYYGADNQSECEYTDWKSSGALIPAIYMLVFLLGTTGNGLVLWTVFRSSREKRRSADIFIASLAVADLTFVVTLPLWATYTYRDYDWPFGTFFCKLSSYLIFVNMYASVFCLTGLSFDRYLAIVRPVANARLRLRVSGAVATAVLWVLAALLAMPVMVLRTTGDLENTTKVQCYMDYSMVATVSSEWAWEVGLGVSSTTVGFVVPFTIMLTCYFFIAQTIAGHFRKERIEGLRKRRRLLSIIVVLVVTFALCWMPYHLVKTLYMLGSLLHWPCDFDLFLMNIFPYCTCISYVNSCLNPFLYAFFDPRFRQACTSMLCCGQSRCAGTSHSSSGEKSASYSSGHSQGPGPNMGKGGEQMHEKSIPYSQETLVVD
GRIN3A LBD mod – modulates the human NR3A ligand-binding domain. 2.5% of 340,000 active. AID 1259313. NR3A LBD differential scanning fluorimetry, Tm shift; 0% = protein alone, 100% = glycine-bound protein. Tm shift relative to glycine control, % at 25 µM;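 active means melting temperature shift of at least 10% of the positive control shift, at one fixed dose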
beta cell repl – inducers of beta-cell replication in MIN6 cells. MIN6 cells proliferation, ATPlite luminescence, 48 h; cells starved in 0.2% serum; 100% = growth in 10% serum. proliferation, % at 10 µM. 0.29% of 330,000 active. AID 2380;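 active means compounds whose signal lies at least 3.5 SD above the mean of all wells on their plate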;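 further: 0% = DMSO-treated cells in low-serum medium and 100% = 10% serum control; some compounds called inactive have numbers as strong as hits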
APJ ag – APJ receptor agonism | P35414 | CHO-K1 APJ PathHunter beta-arrestin, luminescence; 0% DMSO wells, 100% apelin | activation, % at 20 µM | 0.11% of 330,000 active;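 active means activation more than six SD over the plate average, tested at 20 µM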;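 further: 0% = DMSO alone and 100% = apelin-13 at 10 nM; some results filed as inactive read as strong as hits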
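Test system: CHO-K1 APJ beta-arrestin complementation cell line. Amount: cell density 1000 per well. Controls: DMSO negative, 10 nM Apelin-13 positive. Signal: luminescent beta-gal fragment complementation, chemiluminescent substrate. Read-out basis: agonist-driven arrestin binding to APJ. Timing: compound stimulation 90 min at 25 °C, detection 60 min.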
tim23-1 inh – growth inhibitors of tim23-1 mutant yeast. S. cerevisiae tim23-1 growth, BacTiter-Glo luminescence, 24 h. inhibition, % at 20 µM. 1.3% of 330,000 active. AID 463212;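 active means growth inhibition of the mutant yeast at or above 50%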;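 further: temperature-sensitive mutant grown at 25 °C; plate controls were DMSO-treated mutant yeast for no effect and medium wells lacking yeast for full effect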
MPTP block – permeability transition pore inhibition | 1.4% of 360,000 active | isolated mouse mitochondria, Ca2+ swelling absorbance, 30 min | inhibition, % at 10 µM;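 active means inhibition of 50% or more, scaled per plate between neutral and stimulator controls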;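 further: 0% = DMSO wells given calcium and 100% = 1 mM EGTA wells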
NLRP3 yeast inh – inhibitors of NALP3 inflammasome in yeast | AID 2825 | Yeast reconstituted NLRP3/ASC/caspase-1, beta-gal luminescence, 24 h | 0.39% of 330,000 active | inhibition, % at 10 µM;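 active means inhibition of 50% or more; inactive means inhibition below 50%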;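 further: plate controls were induced DMSO wells for no effect and uninduced yeast grown without galactose for full effect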
tim10-1 inh – tim10-1 yeast growth inhibition | S. cerevisiae tim10-1 ts strain growth, BacTiter-Glo, 24 h | inhibition, % at 20 µM | 2.2% of 330,000 active;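 active means inhibition of at least 40%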;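 further: mutant grown at 25 °C; 0% = DMSO wells with yeast and 100% = wells holding no yeast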
An asterisk follows results filed as active; . = no result given.

1: O=C(c1ccncc1)c1ccc(NS(=O)(=O)c2ccc(Br)s2)cc1
2: COCCCn1c(=O)c2sccc2n2c(CCCC(=O)NCc3cccc(OC)c3)nnc12
3: Cc1cc(=O)[nH]c(SCc2nc3ccccc3s2)n1
4: CCOc1cc(C2C3=C(CCCC3=O)NC3=C2C(=O)CCC3)ccc1OCCO
5: O=C(Nc1cccc(Cl)c1)C1=Cc2cc(Cl)ccc2OC1
6: COc1ccc(/C=C/C(=O)NCCNC(=O)c2ccccc2)cc1OC
7: C[C@H](CO)N1C[C@H](C)[C@@H](CN(C)Cc2ccccc2)Oc2c(NC(=O)C3CCCCC3)cccc2C1=O
8: CC[C@]1(C(=O)OC)[C@H]2C(=O)N(C)C(=O)[C@H]2[C@H]2CN(C)C(=NC3CCCCC3)N21
entry no.	1	2	3	4	5	6	7	8
TIM10 inh	1	8	7	3	28	10	3	-1
APJ antagonist	8	13	10	-1	6	7	10	.
GRIN3A LBD mod	-5	1	-2	-7	20*	0	-1	-3
beta cell repl	-2	0	-3	-2	-6	0	-4	.
APJ ag	1	3	-2	-1	0	-4	0	.
tim23-1 inh	-4	5	26	-6	-9	-18	22	35
MPTP block	11	0.2	-0.1	-2.0	95*	-2.1	0.2	0.8
NLRP3 yeast inh	17	-7	13	5	18	1	1	.
tim10-1 inh	10	13	14	10	1	4	11	15

9: O=C(C1=C[C@H](c2csc3ccccc23)C[C@H](OCc2ccc(CO)cc2)O1)N1CCN(Cc2ccccc2)CC1
10: CCOc1ccc(N(CC(=O)N2CCN(c3ccc(F)cc3)CC2)S(=O)(=O)c2c(C)noc2C)cc1
11: COc1ccc(/C=C/C(=O)Nc2cccc(S(=O)(=O)NC3=NCCCCC3)c2)cc1
12: Cc1c(N/C(=N/S(=O)(=O)c2cc([N+](=O)[O-])ccc2Cl)c2ccccc2)c(=O)n(-c2ccccc2)n1C
13: COc1ccc(/C=N/NC(=O)c2cccnc2)cc1CN1CCOCC1
14: N#Cc1ccc(S(=O)(=O)N2CCN(CC(=O)Nc3ccccc3C(=O)NC3CC3)CC2)cc1
15: Cn1/c(=N/N=C/c2ccc(N3CCOCC3)cc2)sc2ccccc21
16: O=C(NC(=S)NC1CCS(=O)(=O)C1)c1ccccc1Br (stereo unspecified)
entry no.	9	10	11	12	13	14	15	16
TIM10 inh	10	13	3	9	8	7	0	-2
APJ antagonist	-23	17	-8	-47	-5	-3	2	0
GRIN3A LBD mod	-4	1	-16	-1	0	1	0	1
beta cell repl	-8	-2	-6	-1	-1	1	-1	0
APJ ag	4	1	0	2	0	1	2	5
tim23-1 inh	9	27	4	5	19	8	5	-1
MPTP block	-0.1	1.0	5.4	-0.1	1.0	0.0	2.1	1.0
NLRP3 yeast inh	9	29	-3	1	9	11	12	11
tim10-1 inh	9	22	16	8	-13	-4	9	-1

17: CC(=O)Nc1ccc(CN2CCCC(C(=O)c3ccc(C(F)(F)F)cc3)C2)cc1 (stereo unspecified)
18: COc1ccc(OC)c(NC(=O)c2cc3c(cc2Cl)N2CCCCCC2=NS3(=O)=O)c1
19: COc1ccc(C(C)(C)C)cc1NC(=O)COC(=O)c1cc(SC)ccc1Cl
20: Cn1c(Cc2c[nH]c3ccccc23)n[nH]c1=S
21: Cc1cccc(C(=O)OC(C)C(=O)NC(=O)NC2CCCCC2)c1O (stereo unspecified)
22: CCC(C)NC(=O)COC(=O)c1oc2ccccc2c1CSc1ccc(Cl)cc1 (stereo unspecified)
23: O=c1cc(Cl)c2ccccc2n1-c1ccccc1
24: CC1CCN(C(=O)CSc2nc(=O)n3cc(Cl)ccc3n2)CC1
entry no.	17	18	19	20	21	22	23	24
TIM10 inh	9	-3	8	-1	19	17	17	0
APJ antagonist	-9	2	-8	6	18	-7	8	-13
GRIN3A LBD mod	1	0	-2	0	-1	-3	0	-1
beta cell repl	1	2	-4	1	0	1	-4	2
APJ ag	-2	-2	-3	5	-2	-5	-3	-4
tim23-1 inh	10	11	20	8	36	-1	27	9
MPTP block	0.5	-1.0	-0.5	-2.9	-0.2	1.9	-0.7	0.4
NLRP3 yeast inh	27	12	12	21	13	8	-17	8
tim10-1 inh	-20	-5	17	-5	35	14	4	0

25: CCCCCC1CC1C(=O)N/N=C/c1ccc(N(C)C)cc1 (stereo unspecified)
26: Nn1c(SCC(=O)Nc2ccc(F)cc2)nnc1-c1cccnc1
27: O=C(Nc1ccc(C(F)(F)F)cc1)N1CCN(C(=O)c2ccco2)CC1
28: O=S(=O)(NCCc1ccccc1)c1cccc(S(=O)(=O)N2CCOCC2)c1
29: Cc1ccc(CN2C(=O)CCC2C(=O)N2CCN(c3ccccc3)CC2)cc1 (stereo unspecified)
30: CCN(CC(=O)NCc1ccc(F)cc1)C(=O)CCNS(=O)(=O)c1cccc(C)c1
31: O=S(=O)(/C=C/c1ccccc1)N1CCN(c2nc(-c3ccccc3)nc3ccccc23)CC1
32: COc1cccc(-c2cc(C(=O)NCCCN3CCOCC3)no2)c1
entry no.	25	26	27	28	29	30	31	32
TIM10 inh	32	18	-4	-10	-2	-1	9	3
APJ antagonist	0	-17	-5	7	-21	26	5	5
GRIN3A LBD mod	0	0	-1	2	-1	-1	-1	0
beta cell repl	-2	0	0	0	-5	-5	-2	3
APJ ag	-3	2	-3	-3	-1	-3	-7	1
tim23-1 inh	26	4	-11	11	10	-9	15	1
MPTP block	1.8	0.9	0.5	-1.0	2.6	-0.4	0.6	-1.1
NLRP3 yeast inh	15	10	21	3	-3	3	9	10
tim10-1 inh	26	5	6	17	14	-6	7	-24

33: COc1ccc(/C(O)=C2\C(=O)C(=O)N(c3cc(C)on3)C2c2ccc(OC)c(OC)c2)cc1OC (stereo unspecified)
34: COc1ccc(/C=N/NC(=O)CC(=O)NCc2cccnc2)cc1[N+](=O)[O-]
35: NS(=O)(=O)c1ccc(CCNC(=O)CN2CCN(S(=O)(=O)c3ccccc3F)CC2)cc1
36: Cc1ccc(NC2Sc3ccccc3NC2=O)cc1 (stereo unspecified)
37: CCn1c(SCC(=O)N2CCCCC2C)nnc1-c1ccco1 (stereo unspecified)
38: CCOC(=O)C1=C(C)NC(=O)C1CC(=O)Nc1ccccc1 (stereo unspecified)
39: O=C(COc1ccccc1Cl)Nc1ccccc1C(=O)NC1CC1
40: COc1ccc(C)cc1S(=O)(=O)N1CCC2(CC1)OCCN2S(=O)(=O)c1ccccc1
entry no.	33	34	35	36	37	38	39	40
TIM10 inh	-5	-5	-2	8	-2	3	4	14
APJ antagonist	-4	7	4	-29	9	12	-2	-50
GRIN3A LBD mod	2	2	1	13*	0	.	1	2
beta cell repl	-1	-2	-2	-7	-1	-2	2	0
APJ ag	0	5	1	1	-3	-3	-4	2
tim23-1 inh	7	2	5	8	4	15	0	-6
MPTP block	-0.3	1.8	0.0	-4.9	0.0	.	-0.8	-0.8
NLRP3 yeast inh	4	15	2	23	17	-10	16	18
tim10-1 inh	8	4	6	-19	-7	6	-1	0

41: COc1ccc(OC)c(C(C[N+](=O)[O-])c2c(C)cc3ccccn23)c1 (stereo unspecified)
42: C/C(CCc1ccc2c(c1)OCO2)=N\NC(=O)c1ccccc1Br
43: Cc1ccc(S(=O)(=O)C(C#N)=C2N(C)c3ccccc3N2C)cc1
44: Nc1ccc(C(=O)C(=O)c2ccc(N)cc2)cc1
45: CCS(=O)(=O)c1ncc(Cl)c(C(=O)Nc2ccccc2OC)n1
46: O=C(CN(Cc1ccccc1)C1=NCCS1)c1ccccc1
47: NC(=O)[C@@H]1CCCN1C(=O)c1cc(COc2ccc3c(c2)CCCC3)on1
48: O=[N+]([O-])c1cccc(/C=C/c2nc(C=Nc3ccc4ccccc4c3)c(O)o2)c1
entry no.	41	42	43	44	45	46	47	48
TIM10 inh	66*	10	-9	-4	-14	9	2	9
APJ antagonist	-28	11	10	4	18	-5	14	9
GRIN3A LBD mod	-1	1	-2	4	1	1	4	11*
beta cell repl	-4	2	1	0	-4	0	-1	-4
APJ ag	7	0	-3	-3	-5	-1	1	-3
tim23-1 inh	85*	-3	1	0	18	9	5	-1
MPTP block	6.3	0.6	2.8	0.2	0.0	0.6	1.6	-0.2
NLRP3 yeast inh	64*	-6	-12	-10	15	12	-3	8
tim10-1 inh	45*	6	21	23	-5	11	4	3

Looked up one by one from above:
45: CCS(=O)(=O)c1ncc(Cl)c(C(=O)Nc2ccccc2OC)n1
43: Cc1ccc(S(=O)(=O)C(C#N)=C2N(C)c3ccccc3N2C)cc1
48: O=[N+]([O-])c1cccc(/C=C/c2nc(C=Nc3ccc4ccccc4c3)c(O)o2)c1
46: O=C(CN(Cc1ccccc1)C1=NCCS1)c1ccccc1
47: NC(=O)[C@@H]1CCCN1C(=O)c1cc(COc2ccc3c(c2)CCCC3)on1
entry no.	45	43	48	46	47
TIM10 inh	-14	-9	9	9	2
APJ antagonist	18	10	9	-5	14
GRIN3A LBD mod	1	-2	11*	1	4
beta cell repl	-4	1	-4	0	-1
APJ ag	-5	-3	-3	-1	1
tim23-1 inh	18	1	-1	9	5
MPTP block	0.0	2.8	-0.2	0.6	1.6
NLRP3 yeast inh	15	-12	8	12	-3
tim10-1 inh	-5	21	3	11	4

Later entries.
49: Cc1ccc(C)c(OCCC(=O)OCC(=O)NCc2ccc(F)cc2)c1
50: NC(=O)C(Cc1ccccc1)NC(=O)C12CC3CC(CC(C3)C1)C2 (stereo unspecified)
51: O=C(CN1C(=O)NC2(CCc3ccccc32)C1=O)Nc1ccc(N2CCOCC2)cc1 (stereo unspecified)
52: Cc1ccccc1-c1cc(C(=O)Nc2sc(C(=O)OC(C)C)c(C)c2C#N)c2ccccc2n1
53: CCOc1ccc(NC(=O)NC2CC(=O)N(c3ccc(OC)cc3)C2)cc1 (stereo unspecified)
54: C[C@H](CO)N1C[C@H](C)[C@@H](CN(C)S(=O)(=O)c2ccc(F)cc2)Oc2ccc(NC(=O)CCN3CCOCC3)cc2C1=O
55: O=C(NC(=S)NC(CO)Cc1ccccc1)c1ccc(F)cc1 (stereo unspecified)
56: O=C(CSc1nc(-c2ccco2)cc(C(F)(F)F)n1)N1CCc2ccccc2C1
entry no.	49	50	51	52	53	54	55	56
TIM10 inh	8	16	-4	11	12	-4	9	19
APJ antagonist	-49	-1	7	20	9	-5	21	10
GRIN3A LBD mod	3	1	3	-3	2	0	2	-3
beta cell repl	2	-1	-4	-6	-1	-3	2	-6
APJ ag	0	-1	-2	-3	-5	-3	0	-3
tim23-1 inh	11	26	14	13	15	2	36	33
MPTP block	0.6	0.3	0.0	91*	-0.5	-0.2	1.1	24
NLRP3 yeast inh	7	1	16	17	2	4	11	5
tim10-1 inh	-2	16	3	20	-7	10	30	20

57: O=C(COC(=O)CNS(=O)(=O)/C=C/c1ccccc1)NC1CCS(=O)(=O)C1 (stereo unspecified)
58: Cc1ccc(OCC(=O)N2CCc3ccccc32)c([N+](=O)[O-])n1
59: COc1ccc(NC(=O)NC2(C(=O)N3CCN(C)CC3)CCCCC2)cc1
60: Nc1cccc(Cl)c1N1CCOCC1
entry no.	57	58	59	60
TIM10 inh	-7	14	6	2
APJ antagonist	13	7	20	8
GRIN3A LBD mod	-2	-1	0	0
beta cell repl	0	-1	2	2
APJ ag	-2	1	0	2
tim23-1 inh	6	16	7	12
MPTP block	0.6	-3.8	-0.3	-1.3
NLRP3 yeast inh	0	17	10	5
tim10-1 inh	6	1	-4	6
